Bioassay records deposited in PubChem by several laboratories.
GRK2 inh – human GRK2 inhibition via aptamer displacement; actives 0.59% (n = 330,000); inhibition of aptamer binding, % at 10 µM; bead flow cytometry, FAM-aptamer displacement from GRK2; P25098;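 active = inhibition of aptamer binding above 40%, roughly 3 SD of noise, on plates passing a quality check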;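 also: median bead fluorescence of bound FAM aptamer so fluorescent compounds give negative values; no value below 0 was filed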
Target sequence (P25098 whole entry, looked up): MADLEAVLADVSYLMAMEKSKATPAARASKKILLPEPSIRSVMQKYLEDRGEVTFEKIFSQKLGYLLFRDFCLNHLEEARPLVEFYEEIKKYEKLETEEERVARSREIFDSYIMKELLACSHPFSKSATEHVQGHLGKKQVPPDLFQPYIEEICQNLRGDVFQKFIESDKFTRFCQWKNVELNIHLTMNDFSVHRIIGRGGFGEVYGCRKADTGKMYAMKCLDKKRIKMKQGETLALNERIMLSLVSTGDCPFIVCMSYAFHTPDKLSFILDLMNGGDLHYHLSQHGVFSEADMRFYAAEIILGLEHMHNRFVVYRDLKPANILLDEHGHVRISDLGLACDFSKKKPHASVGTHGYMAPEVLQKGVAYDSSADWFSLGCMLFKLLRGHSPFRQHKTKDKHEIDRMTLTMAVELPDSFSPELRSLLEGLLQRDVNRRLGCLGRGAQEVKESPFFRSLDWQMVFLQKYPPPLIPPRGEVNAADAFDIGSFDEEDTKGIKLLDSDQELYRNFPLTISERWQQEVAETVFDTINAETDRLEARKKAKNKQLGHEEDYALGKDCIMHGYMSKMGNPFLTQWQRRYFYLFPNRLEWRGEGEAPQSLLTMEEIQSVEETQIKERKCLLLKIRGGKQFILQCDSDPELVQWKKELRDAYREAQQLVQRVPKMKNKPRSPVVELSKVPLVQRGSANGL
MEX-5 binding – C. elegans MEX-5 TCR-2 RNA binding activity; actives 0.38% (n = 300,000); MEX-5/FITC-TCR2 RNA binding, fluorescence polarization; stronger effect = lower value; activity score (negative = inhibition of binding), % at 10 µM; AID 1832; Q9XUB2;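 active = inhibition past about -25% in most replicates, and total fluorescence under double the plate's negative control median, limit read from the data; inconclusive = replicates evenly split on the limit, or fluorescence at least double controls; inactive = too little inhibition in most replicates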;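 also: 0% = DMSO and -100% = 5 µM competing unlabeled TCR2 RNA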
Efflux pump mplx – inhibitors of Candida antifungal efflux pumps expressed in yeast. S. cerevisiae Candida pump triplex, Nile Red efflux. inhibition, % at 10 µM. actives 0.44% (n = 330,000). AID 485275;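 active = plate passing quality check with inhibition over a set limit, or well fluorescence over plate mean plus 4 SD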;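 also: Nile Red retained in pooled yeast measured as flow cytometry median fluorescence; 0% = buffer negative control and 100% = Enniatin B positive control; higher means more Nile Red kept so more efflux inhibition; some compounds called inactive have numbers as strong as hits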
Fam108B inh – Fam108B inhibition, counter-screen for RBBP9 inhibitors; recombinant Fam108B, FP-Rh probe fluorescence polarization; inhibition, % at 9.51 µM; actives 0.33% (n = 300,000); AID 1947;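 active = inhibition above the screen mean inhibition plus 3 SD, computed separately per campaign, cut at about 18% in these data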;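 also: inhibitors lower polarization as less probe binds the enzyme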
VLA-4 inh – inhibition in a human VLA-4 binding assay | AID 2557 | actives 0.2% (n = 330,000) | VLA-4 expressing cells, ligand binding flow cytometry | inhibition, % (about 7 µM as worked out from the volumes in the protocol); in the data active = inhibition above about 50%
PME-1 primary – PME-1 (human) inhibition | Q9Y570 | recombinant PME-1, FP-Rh probe fluorescence polarization | inhibition, % at 5.9 µM | actives 0.53% (n = 320,000) | AID 2130;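 active = inhibition above the campaign mean of all compounds plus 3 SD, cut at about 26% in these data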;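 also: competitive labeling of PME-1 active site by serine hydrolase directed probe; 0% = PME-1 with DMSO and 100% = wells lacking PME-1 enzyme; inhibitors block probe labeling so polarization falls and inhibition rises; many of its hits are not listed in these tables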
Bcl-xL primary – blocks human Bcl-xL binding to Bim BH3 peptide. GST-Bcl-xL / FITC-Bim BH3 peptide fluorescence polarization. actives 0.7% (n = 320,000). inhibition, % at 10.9 µM. Q07817;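 active = inhibition above the mean of all tested compounds plus 3 SD, cutoff set per campaign, cut at about 30% in these data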;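 also: 0% = DMSO wells and 100% = unlabeled Bim-BH3 peptide competitor; inhibitors lower millipolarization by displacing the labeled peptide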
MCL1-BIM inh – MCL1-BIM-BH3 interaction inhibition (human). Q07820. actives 0.68% (n = 320,000). GST-MCL1 / FITC-Bim-BH3 fluorescence polarization. inhibition, % at 10.9 µM;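 active = inhibition above the mean inhibition of all tested compounds plus 3 SD, set per campaign, cut at about 40% in these data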;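 also: 0% = DMSO wells and 100% = unlabeled Bim-BH3 peptide control; higher means more loss of mP so more displacement of Bim peptide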
Target sequence (Q07820 whole entry, looked up): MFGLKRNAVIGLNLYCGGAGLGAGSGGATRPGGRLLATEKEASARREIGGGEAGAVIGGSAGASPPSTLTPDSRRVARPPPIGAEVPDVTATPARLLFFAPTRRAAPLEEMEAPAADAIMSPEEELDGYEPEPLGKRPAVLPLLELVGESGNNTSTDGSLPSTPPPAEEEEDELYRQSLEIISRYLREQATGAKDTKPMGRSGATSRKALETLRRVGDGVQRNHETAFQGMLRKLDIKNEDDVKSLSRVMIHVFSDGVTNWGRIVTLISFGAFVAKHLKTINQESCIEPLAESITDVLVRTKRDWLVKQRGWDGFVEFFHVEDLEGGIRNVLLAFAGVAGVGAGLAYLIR
GLD-1 TGE inh – GLD-1-TGE RNA interaction inhibition (C. elegans); purified GLD-1 + fluorescein TGE RNA, fluorescence polarization; Q17339; actives 0.44% (n = 320,000); inhibition, % at 5.96 µM;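 active = percent inhibition above a per-plate cutoff, the plate mean of test compounds plus 3 SD, cut at about 30% in these data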;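 also: 0% = DMSO wells with GLD-1 and probe and 100% = wells lacking GLD-1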
Starred values were filed as active, the others as inactive; ? = inconclusive; . = not tested or not shown; & = joins results of further samples; ! = not confirmed by another sample. A portion of the library; the hit share may differ from the screen's.

Order of results – PME-1 primary	GLD-1 TGE inh	Bcl-xL primary	Fam108B inh	MEX-5 binding	GRK2 inh	MCL1-BIM inh	VLA-4 inh	Efflux pump mplx
1) CCN(CC)CCCOC(=O)C(OC)(c1ccccc1)c1ccccc1
  4.0	-1.9	9.0	1.5	2.4	0.0	3.5	3.7	-0.2
2) O=C1C2CCCN2C(c2cccc(Cl)c2)N1c1ccccn1 (centres undefined)
  -0.1	7.9	6.7	-0.5	0.6	1.0	4.7	25.2	-0.1
3) O=C1NC(=S)N(c2ccc(Cl)cc2)C(=O)/C1=C/N1CCN(C(=O)c2ccco2)CC1
  -24.3	-9.5	-22.4	-19.4	3.5	3.0	-35.9	16.8	0.0
4) CC(=O)OC(C)(C)/C=C/C(=O)C(C)(O)C1[C@H](O)C[C@@]2(C)C3CC=C4C(CC[C@@H](O)C4(C)C)[C@]3(CO)C(=O)C[C@]12C (some centres undefined)
  0.1	8.0	-0.6	-0.3	0.1	4.0	1.2	25.4	0.2
5) CN1CCN(c2nc3c(c(=O)[nH]2)CCC3)CC1
  2.2	6.0	3.3	5.5	-4.4	0.0	10.0	11.0	0.0
6) N#C/C(N)=C(/N)C#N
  -4.8	3.5	7.7	.	.	3.0	6.7	13.9	0.0
7) CCNc1cc(N2CCNCC2)ccc1[N+](=O)[O-]
  3.4	-7.9	0.7	0.8	3.7	1.0	3.4	-1.1	0.1
8) CC(=O)OC1C2CCC1C(N1CCCC1)CC2 (centres undefined)
  -2.2	-1.2	4.8	2.1	-0.5	0.0	-2.0	-1.2	-0.1
9) O=C(Cn1ncc2ccsc2c1=O)N1CCC2(CC1)OCCO2
  -0.9	1.2	0.0	2.9	.	0.0	-2.1	4.5	0.7
10) Fc1ccc(C2=CCN(C(c3cccs3)c3nnnn3CCc3ccccc3)CC2)cc1 (centres undefined)
  -9.8	2.3	-2.9	0.6	3.9	6.0	-1.6	-0.6	0.0
11) CCn1c(O)c(/C=N/NC(=O)c2ccccc2)c(=O)n(CC)c1=S
  1.7	-5.2	-67.0	4.7	-2.3	15.0	-109.5	3.4	-0.1
12) COCCCN1Cc2ccccc2C1=N
  -0.4	2.8	3.5	-1.7	-5.5	0.0	-0.9	-4.7	-0.1
13) CCC(=NCc1cc(OC)cc(OC)c1)c1c(O)[nH]c(=O)[nH]c1=O
  0.7	-0.2	6.5	5.4	1.1	0.0	8.8	7.5	-0.2
14) O=C(Nc1ccccc1)N1CCC2(CC1)OCCO2
  1.3	-1.9	0.2	-3.9	2.8	0.0	0.3	0.2	0.0
15) CN(C)c1ccc(C=C(C#N)C#N)cc1
  -0.1	-64.5	-24.0	6.3	-7.4	0.0	-41.1	-3.8	-1.0
16) Cc1nn(Cc2ccccc2)c(C)c1C=C1C(=O)NC(=S)NC1=O
  -7.2	0.8	12.8	-6.4	-1.8	0.0	8.4	10.0	-0.1
17) Cn1c(O)c(/C=C2\C=Nc3ccc(Br)cc32)c(=O)n(C)c1=O
  5.7	-15.2	1.0	3.0	-20.5	0.0	-15.9	-1.9	0.2
18) CCOC(=O)C(O)(c1ccc(N=c2ccccn2C)cc1)C(F)(F)F (centres undefined)
  -3.5	1.2	-29.2	-0.1	.	0.0	-19.9	-2.0	-0.2
19) CN(C)C(=O)Oc1ccc2c(c1)O/C(=C\c1ccc(Cl)cc1)C2=O
  -4.3	-0.3	1.7	3.1	2.8	0.0	-0.7	3.8	-0.1
20) Cc1ccc(O)c(C)c1
  1.0	3.0	2.5	.	.	0.0	-10.5	6.1	0.1
21) O=c1[nH]c(O)c(C=Nc2ccccc2Sc2ccccc2)c(=O)[nH]1
  2.1	2.1	-1.2	-3.5	-2.9	1.0	-4.1	14.2	0.0
22) Cc1cccc(-n2c(=S)[nH]c3ccccc3c2=O)n1
  -2.2	-0.6	-1.9	-1.2	-0.4	0.0	1.6	-11.4	0.0
23) Cc1nn(Cc2ccccc2)c(C)c1C(=O)OCC(=O)NCc1ccco1
  4.8	8.6	2.2	2.5	-2.9	1.0	1.8	22.7	-0.1
24) C=CCn1c(O)c(C(C)=NC2CC2)c(=O)[nH]c1=O
  6.3	2.5	5.2	-2.4	1.5	0.0	4.3	18.8	0.0
25) CN1CC(C(=O)c2cccs2)C(c2ccc(Cl)cc2)C1 (centres undefined)
  5.0	-0.6	5.5	5.3	-0.1	0.0	2.4	-2.7	0.0
26) CC(=O)O[C@@]12CO[C@@H]1C[C@H](O)[C@@]1(C)C(=O)[C@H](O)C3=C(C)[C@@H](OC(=O)[C@H](O)[C@@H](NC(=O)c4ccccc4)c4ccccc4)C[C@@](O)([C@@H](OC(=O)c4ccccc4)C12)C3(C)C (some centres undefined)
  -11.3	2.1	-0.1	1.2	1.3	7.0	-3.7	-1.8	-0.1
27) CCCCc1nc2ccccc2c(=O)n1-c1ccc(Cl)cc1[N+](=O)[O-]
  7.9	2.3	-1.6	4.5	0.5	0.0	-3.2	4.0	0.6
28) Cc1nc2ccccc2c(=O)n1-c1ccc(Br)cn1
  -2.1	5.0	8.2	1.0	-1.8	1.0	3.1	12.7	0.1
29) COc1ccc(-c2nc(CSCC(=O)N3CCC4(CC3)OCCO4)c(C)o2)cc1OC
  4.2	-6.5	0.3	7.5	-0.9	0.0	0.9	-23.0	-0.1
30) CC(C)n1c(O)c(C=NCc2cccnc2)c(=O)[nH]c1=S
  2.4	-2.3	4.5	0.9	0.2	3.0	4.4	8.3	-0.2
31) Cc1ccc(N=Nc2c(O)[nH]c(=O)[nH]c2=O)c([N+](=O)[O-])c1
  2.0	-2.7	0.6	3.1	-2.8	0.0	-1.6	-3.1	-0.2
32) COc1ccccc1OP(=O)(Nc1ccc(Br)cc1)Oc1ccccc1OC
  -0.9	5.1	3.0	-6.3	-0.2	0.0	6.5	-1.1	0.0
33) COC(=O)C1=C(C)NC(C)=C(C(=O)OC)C1c1ccccc1[N+](=O)[O-]
  -0.9	0.8	1.1	-1.6	1.3	4.0	6.9	14.7	0.0
34) CN1OC[C@@H]2COc3ccc4ccccc4c3[C@@H]21
  -2.5	-5.0	4.8	-3.8	-1.7	4.0	-2.8	8.3	0.1
35) O=C(NC(C(Cl)Cl)N1CCOCC1)c1ccccc1 (centres undefined)
  0.3	-0.9	0.2	0.3	0.9	0.0	0.5	3.4	0.1
36) CCc1c(C)nc(N)nc1N1N=C1SCC#N
  -2.8	7.9	0.8	0.6	2.2	7.0	7.5	1.4	-0.3
37) Cc1cccc(N=Cc2c(O)n(-c3ccccc3C)c(=O)[nH]c2=O)c1
  -4.9	-4.0	-5.4	-2.1	1.4	0.0	-13.2	-8.5	0.0
38) CN1CCC2(CC1)C(C#N)=C(N)NC(S)=C2C#N
  -5.6&-14.3	-78.0&-6.9	42.1*	-9.4&-9.1	-43.2*!	0.0&0.0	118.3*!	-63.1&-47.5	0.1&0.0
39) Fc1cccc(C2NCCc3[nH]cnc32)c1 (centres undefined)
  -2.4	1.9	8.5	-1.3	-0.9	5.0	4.5	-23.5	0.1
40) CCN(CC)C(=O)c1ccc(NC(=O)c2cccc(C(F)(F)F)c2)cc1
  3.9	-3.9	-4.3	0.7	0.7	0.0	-9.2	0.1	0.0
41) Cc1ccc(N2C(=O)NC(=O)/C(=C\c3cn(CC(=O)O)c4ccccc34)C2=O)cc1
  0.1	-18.1	3.5	1.8	?	2.0	-12.2	-5.8	-0.1
42) CCCCn1c(C)c(C(=O)O)c2cc(OC)ccc21
  1.2	-1.2	2.3	-3.2	0.0	2.0	2.2	-11.9	-0.1
43) COc1ccc(CN2C(=O)NC(=O)/C(=C/c3ccoc3)C2=O)cc1
  -17.7	-172.8	-113.6	1.0	21.2	4.0	-175.2	2.6	-0.2
44) CCCCC12CNCC(C)(CNC1)C2=O
  -3.2	7.6	1.7	4.6	1.3	0.0	5.4	2.6	0.1
45) COc1ccccc1CN1CCN(C(=O)Cc2ccccc2)CC1
  -2.5	4.0	-0.2	0.6	-0.6	0.0	0.7	11.5	0.2
46) N#CC1=C(N)Oc2c(c(=O)oc3ccccc23)C1c1ccccc1OC(=O)c1cccs1 (centres undefined)
  -9.7	-5.6	3.0	1.2	0.6	3.0	4.6	-5.9	-0.4
47) COC(=O)C1=C(c2ccc3ccccc3c2)C[C@@H]2CC[C@H]1N2C(=O)NC1CCCCC1
  2.3	2.1	1.8	.	.	3.0	2.3	-8.7	-0.1
48) Cc1cc(C=O)c(C)n1C1CCCCC1
  0.5	-1.4	4.6	0.7	0.6	0.0	-0.5	-2.2	-0.1
49) OCC[n+]1c2ccccc2nc2ccc(N3CCOCC3)cc21
  -6.3	1.1	10.1	-2.0	-6.4	6.0	15.2	-6.0	0.0
50) Cc1ccc(C(=O)C2(C)N(O)C(C)C(c3cccs3)=[N+]2[O-])cc1 (centres undefined)
  -2.7	3.4	10.6	5.3	0.3	1.0	6.1	9.8	0.1

Further entries.
Order of results – PME-1 primary	GLD-1 TGE inh	Bcl-xL primary	Fam108B inh	MEX-5 binding	GRK2 inh	MCL1-BIM inh	VLA-4 inh	Efflux pump mplx
51) Cc1nc2ccccc2c(=O)n1-c1ccncc1
  4.6	4.2	5.0	3.2	-3.3	0.0	9.4	10.7	0.0
52) CN(C)C(=O)On1c(-c2ccccc2)nc2ccc(Cl)cc21
  10.4	5.2	2.2	10.0	0.3	1.0	-0.8	4.0	-0.2
53) COC(=O)C1=C(c2ccc(Cl)c(C(F)(F)F)c2)C[C@@H]2CC[C@H]1N2C(=O)N1CCCC1
  0.1	-1.1	0.5	.	.	1.0	6.4	-7.9	0.3
54) Cc1c(C(c2ccc(Cl)cc2Cl)c2c(O)c3ccccc3oc2=O)c(=O)n(-c2ccccc2)n1C (centres undefined)
  2.6	0.8	3.4	1.8	-1.3	4.0	1.4	-5.6	0.0
55) CC(=O)c1c(O)n(C)c(=S)n(-c2ccccc2)c1=O
  -1.7	5.2	-35.4	0.8	-4.1	0.0	-41.0	15.3	-0.1
56) COC(=O)C1=C(c2ccccc2)C[C@@H]2CC[C@H]1N2C(=O)NCCNC(C)=O
  4.4	1.3	3.4	1.1	1.8	0.0	3.7	0.2	-0.1
